Screening data: PubChem BioAssay, several laboratories
IMP-1 inhibitor: IMP-1 metallo-beta-lactamase inhibitors, primary screen, biochemical, epi-absorbance readout, Pseudomonas aeruginosa enzyme | metallo-beta-lactamase IMP-1 (Pseudomonas aeruginosa) | purified IMP-1, nitrocefin hydrolysis, epi-absorbance fluorescence | inhibition, % at 5.6 µM | 290,000 compounds, 0.45% hits | AID 1556, 2009;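 active means inhibition above the mean plus 3 SD of all compounds in the same screening run, cut at about 4.5% in these data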;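 further: 0% = IMP-1 with DMSO and 100% = DMSO wells lacking enzyme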
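System: Purified IMP-1 | Read-out basis: Percent enzyme inhibition | Controls: IMP-1 with DMSO as 0%, enzyme-free DMSO as 100% | Replicates: One well per compound | Doses: 5.6 µM nominal single concentration | Detection: Epi-absorbance fluorescence, 480 nm excitation, 530 nm emission | Incubation: 25 °C, 15 min preincubation, 25 min reaction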
HCV NS3 hel inh: inhibitors of HCV NS3 helicase, primary screen, biochemical, Cy5 molecular beacon fluorescence. Hepatitis C virus NS3 helicase. NS3 helicase DNA unwinding. inhibition, % at 10.9 µM. 290,000 compounds, 0.56% hits. AID 1800, 2009;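 active means inhibition above the mean of all tested compounds plus 3 SD, set per campaign, cut at about 35% in these data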;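 further: 0% = DMSO wells and 100% = thioflavine S control wells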
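Measured by: Cy5 fluorescence, 0 and 60 min reads / Assay system: NS3 helicase fragment of HCV / Control set: low DMSO, high thioflavine S at 110 µM / Times: 1 h reaction at 25 °C, ATP-initiated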
UBC9 SUMO inh: inhibitors of in vitro SUMOylation cascade, primary screen, biochemical, HTRF, uHTS. HTRF SUMOylation assay, SAE1/SAE2 + UBC9. 290,000 compounds, 0.36% hits. inhibition, % at 35 µM. SUMO-conjugating enzyme UBC9 (Homo sapiens), P63279; in the data active means inhibition above about 50%, passing the limit was not always enough; further: strong numbers were not always called active
Target sequence (P63279 whole entry, looked up): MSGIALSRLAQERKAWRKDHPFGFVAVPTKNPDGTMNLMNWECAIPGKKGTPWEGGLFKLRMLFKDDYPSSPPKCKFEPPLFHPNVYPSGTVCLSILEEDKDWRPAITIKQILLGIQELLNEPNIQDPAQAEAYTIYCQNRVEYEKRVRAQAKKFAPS
DNA FID counter: compounds displacing fluorescent DNA intercalator, primary screen, artefact control for HCV NS3 helicase inhibitor project, biochemical, FID fluorescence | DNA fluorescent intercalator displacement | inhibition, % at 7.9 µM | 290,000 compounds, 0.17% hits; in the data active means inhibition above about 37%;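 further: 0% = vehicle and 100% = reference compound; higher means more ethidium bromide displaced from hairpin DNA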
MEKK2mut PB1 HTS: MEK5 binding signal on mutant MEKK2 PB1, primary screen, biochemical, multiplex bead flow cytometry, Alexa488-MEK5 | Alexa488-MEK5 binding to MEKK2 mutant | percent response, % at 10 µM | 290,000 compounds, 0.35% hits | AID 1530, 2009; in the data active means percent response above about 24%, passing the limit was not always enough; further: inactives centre near 1; some results filed as inactive read as strong as hits
MEKK2 WT-MEK5: modulators of MEK5 binding to wildtype MEKK2, primary screen, biochemical, multiplex bead flow cytometry, Alexa488-MEK5; Mitogen-activated protein kinase kinase kinase 2 (Homo sapiens), Q9Y2U5; Alexa488-MEK5 binding to MEKK2 WT; actives lie on both sides; binding response (% of control), % at 10 µM; 290,000 compounds, 1.1% hits; in the data active means binding response below about 67% or above about 130%
NALP1 yeast inh: NALP1 inflammasome inhibitors in reconstituted yeast, colorimetric, S. cerevisiae, triplicate retest; S. cerevisiae NALP1/ASC/caspase-1 growth, X-gal OD620, 72 h; inhibition, % at 10 µM; 280,000 compounds, 0.61% hits; in the data active means inhibition mostly above about 24%, no sharp cut-off; inactive means mostly below about 32%; further: some compounds called inactive have numbers as strong as hits
VIM-2 inh: VIM-2 metallo-beta-lactamase inhibitors, primary screen, biochemical, epi-absorbance readout, Pseudomonas aeruginosa enzyme; purified VIM-2, nitrocefin hydrolysis, epi-absorbance fluorescence; inhibition, % at 5.6 µM; 290,000 compounds, 0.89% hits;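 active means inhibition above the mean of all tested compounds plus 3 SD, cutoff set per screening run, cut at about 7.5% in these data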;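 further: red hydrolysis product quenches plate fluorescence so inhibitors raise well fluorescence; 0% = enzyme with DMSO and 100% = DMSO without enzyme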
M18AAP inhibitor: PfM18AAP inhibitors, malaria aminopeptidase, primary screen, biochemical, QFRET, recombinant enzyme | M18 aspartyl aminopeptidase (Plasmodium falciparum 3D7) | H-Glu-NHMec fluorogenic cleavage | inhibition, % at 7.35 µM | 290,000 compounds, 1.2% hits | AID 1822, 2009;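 active means inhibition above the campaign mean inhibition over all tested compounds plus 3 SD, cut at about 28% in these data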;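 further: 0% = plate median of test compound wells and 100% = 2 mM ZnCl2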
* = called active by the depositor; . = no result given. Rows are unselected (roughly 4.7% active in at least one column).

SMILES	IMP-1 inhibitor	HCV NS3 hel inh	UBC9 SUMO inh	DNA FID counter	MEKK2mut PB1 HTS	MEKK2 WT-MEK5	NALP1 yeast inh	VIM-2 inh	M18AAP inhibitor
COc1ccc(CCNC(=O)c2c(O)c3ccccc3n(C)c2=O)cc1	-2.4	-4	-8	-7	5	103	3	-2.2	5
O=C(CCN1CCCCC1c1cccnc1)NCc1ccccc1 (stereo not drawn)	-7.0	-7	8	-1	-1	99	-3	-1.2	0
CCOc1ccccc1-c1n[nH]c(=S)o1	-4.0	1	5	0	6	103	1	-3.1	1
Cc1ccc(C(=O)N2CCN(S(=O)(=O)N3CCOCC3)CC2)cc1	-1.2	-3	22	-5	-1	102	12	-0.4	-3
Cc1ccc2c(c1C)OC(=O)CC2(C)C	-1.1	4	-2	0	5	108	19	-2.6	-8
COc1ccccc1OCC(=O)NCCCn1ccnc1	1.4	-12	15	3	-11	95	6	-3.8	4
CCN(CC)C(=O)CN(c1cccc([N+](=O)[O-])c1)S(=O)(=O)c1ccccc1	-0.4	-9	7	0	-10	87	-8	-1.1	-7
CCn1c(C)nnc1SCC(=O)NC1CCCC1	-3.1	-15	-15	-5	1	99	3	-1.8	-5
O=C(Oc1ccccc1)c1ccc(-n2cnnn2)cc1	-3.3	-1	17	-1	1	92	3	-1.5	-9
Cc1cc(NC(=O)CCC(=O)N(CCC(C)C)CC(=O)NCC2CCCO2)no1 (stereo not drawn)	-4.8	8	4	-13	4	105	5	-2.5	-10
CCc1nc(SCC(=O)N2CCc3cc(OC)c(OC)cc3C2)c(C#N)cc1C	-0.8	6	.	-19	3	103	.	0.4	5
C=CCn1c(SCc2ccc(OC)cc2)nnc1-c1cccnc1	-3.3	0	26	-8	-1	98	14	-2.0	-1
N#Cc1c(Cn2cncn2)nc(=O)n(-c2ccccc2)c1N	-2.9	2	-5	-3	6	111	-7	-2.5	8
CC(/C=N/NC(=O)c1ccc(CN2c3cccc4cccc(c34)S2(=O)=O)cc1)c1ccccc1 (stereo not drawn)	-3.8	31	-2	-18	16	106	24	-2.2	-5
COc1ccc2nc(N3CCCC(C(=O)NCCCN4CCN(C)CC4)C3)sc2c1 (stereo not drawn)	-1.4	-9	-24	18	9	128	25	-3.4	14
COc1cc(C(=O)N/C(=C\c2cn(C)c3ccccc23)C(=O)NCCCn2ccnc2)cc(OC)c1OC	-1.2	-11	8	25	-7	98	26	-1.0	-10
CCCCCNC(=O)C(C#N)c1nc2ccccc2nc1N1CCCC1 (stereo not drawn)	-4.0	1	15	1	-13	88	10	-6.6	7
CCCc1cc(=O)[nH]c(SCC(=O)Nc2cc3c(cc2C(C)=O)OCO3)n1	-2.0	2	19	-5	5	109	12	-2.5	5
O=C(CSc1nnc(SCc2ccccc2)s1)NNC(=S)Nc1ccccc1	-2.0	4	-142	-39	-2	100	6	2.6	12
CN1CCN(c2ccc(CNS(=O)(=O)c3ccc(F)cc3Cl)cc2)CC1	0.8	7	8	4	2	103	20	2.3	-13
Cc1nn(CC(=O)NCCc2ccc(Cl)cc2)c(C)c1[N+](=O)[O-]	-1.8	4	18	0	-8	88	-12	-1.5	5
Cc1cc(C(=O)N2CCN(C(=O)c3ccco3)CC2)ccc1[N+](=O)[O-]	-0.3	-15	4	-4	-10	67	6	1.5	-10
CCOC(=O)c1c(O)c2ccccc2n(C)c1=O	-2.0	10	11	5	-4	108	16	-4.4	-4
O=C1NC2(CCCCO2)CO1 (stereo not drawn)	-1.3	-26	-6	0	4	107	12	-1.7	-2
O=c1cc(-c2ccccc2)nc2nc(CCc3ccccc3)[nH]n12	-3.0	3	-21	-9	21	111	20	-2.0	7
O=S(=O)(c1cnc(Cl)c(Cl)c1)N1CCc2ccccc21	-1.3	24	-5	-8	7	112	-18	-2.9	10
O=C(NCc1ccccn1)c1cc2c(ccc3ccccc32)oc1=O	-3.8	8	36	-10	-14	89	21	-0.8	2
Cc1ccc(S(=O)(=O)N/N=c2\sc3ccccc3n2C)cc1	-2.4	-7	19	-1	12	104	14	-1.4	-3
COc1cccc(CN2CC(C(=O)NCCCn3cccn3)CCC2=O)c1 (stereo not drawn)	-5.2	-11	6	-8	4	99	18	-3.9	-6
CC1CCCCC1NS(=O)(=O)c1ccc2c(c1)CC(=O)N2C (stereo not drawn)	-0.4	-5	11	-21	-3	100	24	0.7	-11
Cc1c(C(=O)N2CCCc3ccccc32)oc2ccccc12	-1.5	1	-8	-23	-3	103	21	-2.5	0
COc1ccc(C(=O)Nc2cnc3ccccn3c2=O)cc1	-2.0	5	13	2	-3	97	7	-1.9	-2
CC(=O)c1sc2nc(-c3ccc(C)cc3)c3c(c2c1N)CCCC3	-2.5	15	8	-25	0	88	27	-0.9	5
N#C/C(=C\c1cn[nH]c1-c1ccccc1)C(=O)NC1CCCCCC1	-1.4	-9	4	-14	-15	76	-3	0.6	-6
O=C(Nc1ccc(O)c(-c2nc3ccccc3s2)c1)c1cccs1	-0.1	-5	17	1	0	113	15	-1.1	-9
COc1cc(C(=O)NCc2cc(C)nc3ccccc23)cc(OC)c1OC	-1.8	-12	-10	-4	-1	94	5	0.5	1
CC(=O)Nc1ccc(S(=O)(=O)N2CCN=C2SCc2cccc(C)c2)cc1	-1.0	-30	0	-1	-2	98	20	0.0	5
CCn1c(CC(=O)Nc2ccccc2C)nnc1SCC(=O)NC1=NCCS1	-1.0	3	15	-12	6	102	-20	-3.0	-3
NC(=O)CC(NC(=O)c1ccc(Br)cc1)c1ccc(NC2CCCCC2)c([N+](=O)[O-])c1 (stereo not drawn)	-2.8	-10	30	-9	-4	97	17	0.1	1
Cc1occc1C(=O)NN1C(=O)C2C3CCC(O3)C2C1=O (stereo not drawn)	-2.3	4	-29	3	-2	92	24	-2.9	-5
Clc1ccc(-c2ccc(C=Nc3ccc(N4CCOCC4)cc3)o2)cc1	-5.3	1	11	-1	-1	95	18	-5.2	10
O=C(CCN1CCOCC1)NNC(=O)Nc1cccc(Cl)c1	-2.7	-8	-3	-10	-4	95	7	-0.2	-3
CCN(CCNS(=O)(=O)c1ccc2c(c1)oc(=O)n2C)c1ccccc1	-3.1	-9	1	-5	10	107	20	-1.8	-7
CCCCC(=O)Nc1c(-c2ccc(OC)c(OC)c2)c(=O)c2ccccc2n1C	-2.8	-6	14	-6	6	106	-1	-2.0	3
CC12CN3CC(C)(CN(C1)C3c1c[nH]c3ccccc13)C2=O (stereo not drawn)	-2.0	-1	3	0	-8	90	3	-1.9	1
COc1cc(C(=O)NCC(=O)OCC(=O)N2CCc3ccccc32)cc(OC)c1OC	-3.5	-8	2	-20	-2	98	-12	0.9	1
CC(NC(=O)c1ccco1)C(=O)OCc1cccc(Cl)c1 (stereo not drawn)	-2.0	8	-12	-3	1	102	-15	-1.4	-5
Cc1ccc(NC2=NC(c3ccc(F)cc3)n3c(nc(C)cc3=O)N2)c(C)c1 (stereo not drawn)	-1.8	-14	9	-7	-2	87	5	-2.2	4
COc1ccc(S(=O)(=O)N2CCOCC2)cc1N=Nc1sc(N)nc1-c1ccccc1	-3.7	2	4	8	2	113	12	-3.9	0
Oc1ccc(-c2nc3ccccc3s2)c(O)c1	-3.5	-5	12	6	2	-2.0*	8	-1.1	4
COC(=O)c1c(NC(=O)CSc2nnnn2-c2ccc3c(c2)OCO3)sc(C)c1C	-0.4	3	-27	2	-7	87	-4	-2.8	11
CCc1ccc2oc(C(=O)NCC(c3ccc(OC)cc3)N3CCCCC3)c(C)c2c1 (stereo not drawn)	-2.9	-73	.	20	26*	131	22	-4.0	0
COc1ccc(/C=N\NC(=O)c2ccccc2Br)cc1COc1c(F)c(F)cc(F)c1F	-1.3	-10	-1	-30	-6	96	24	0.1	-16
Cc1nnc(NC(=O)CSc2ccc([N+](=O)[O-])cn2)s1	-1.5	15	5	3	-1	102	16	1.8	-10
COc1cccc(CCc2nnc(N)s2)c1	-2.4	-6	-2	-1	1	97	10	-1.4	3
Cc1cc(N(C)C)cc(C)[n+]1[O-]	-3.0	4	14	1	-4	100	10	-4.1	-3
CC(=O)Nc1cc(NC(=O)CCCC(=O)O)ccc1Cl	-2.5	1	-2	5	7	107	14	-1.5	-2
COc1ccc(NC(=O)C(C)N2C(=O)c3ccccc3C2=O)cc1S(=O)(=O)N1CCOCC1 (stereo not drawn)	0.8	-24	19	-3	-10	90	5	1.7	-15
O=C1/C(=C/c2cccc(Br)c2)SC(=S)N1/N=C/c1cc([N+](=O)[O-])ccc1O	-4.3	20	11	-6	1	95	.	-4.4	6
O=C(c1c(F)cccc1F)N(Cc1ccccn1)C1CC1	0.3	22	5	2	6	103	-20	1.1	-11
(listing goes on)
SMILES	IMP-1 inhibitor	HCV NS3 hel inh	UBC9 SUMO inh	DNA FID counter	MEKK2mut PB1 HTS	MEKK2 WT-MEK5	NALP1 yeast inh	VIM-2 inh	M18AAP inhibitor
COc1ccc(C(=O)N2CCNC(=O)C2CC(=O)Nc2ccc(C)cc2)cc1 (stereo not drawn)	-2.2	11	2	-12	-3	99	20	-3.0	-7
O=C(O)C1CCCCC1C(=O)NCCc1c[nH]c2ccccc12 (stereo not drawn)	-0.8	1	9	2	2	108	0	0.3	0
CC(C)CCOc1cccc(OCC(=O)N(C)C2CCS(=O)(=O)C2)c1 (stereo not drawn)	-0.9	-11	27	-18	7	107	-17	-4.0	-6
O=C(O)C1CCCCC1C(=O)Nc1cc(C(F)(F)F)ccc1Cl (stereo not drawn)	-1.4	6	7	6	-3	97	0	0.3	2
CN1CCN(S(=O)(=O)c2ccc(NC(=O)c3ccccc3Cl)cc2)CC1	0.2	0	11	3	2	105	-32	-0.6	2

Five records drawn at random from those above, as already listed:
SMILES	IMP-1 inhibitor	HCV NS3 hel inh	UBC9 SUMO inh	DNA FID counter	MEKK2mut PB1 HTS	MEKK2 WT-MEK5	NALP1 yeast inh	VIM-2 inh	M18AAP inhibitor
CN1CCN(c2ccc(CNS(=O)(=O)c3ccc(F)cc3Cl)cc2)CC1	0.8	7	8	4	2	103	20	2.3	-13
Cc1ccc(NC2=NC(c3ccc(F)cc3)n3c(nc(C)cc3=O)N2)c(C)c1 (stereo not drawn)	-1.8	-14	9	-7	-2	87	5	-2.2	4
COc1cc(C(=O)NCc2cc(C)nc3ccccc23)cc(OC)c1OC	-1.8	-12	-10	-4	-1	94	5	0.5	1
Cc1nn(CC(=O)NCCc2ccc(Cl)cc2)c(C)c1[N+](=O)[O-]	-1.8	4	18	0	-8	88	-12	-1.5	5
Cc1occc1C(=O)NN1C(=O)C2C3CCC(O3)C2C1=O (stereo not drawn)	-2.3	4	-29	3	-2	92	24	-2.9	-5
